B2AR arrestin: agonists driving beta-arrestin recruitment to human beta2-adrenergic receptor; P07550; beta-arrestin recruitment to beta2AR, cell-based reporter; Potency, µM (titrated, usually from 46.1 µM), inactives show at the highest dose activation, most hits filed as activators; 0.02% of 330,000 active; AID 492947;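 also: potency is read from the fitted curve at half-maximal effect; 0% = DMSO controls and full agonism = EC100 isoproterenol or metaproterenol; nearly all actives have a fitted effect of over 65% in size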
p53 reactivator: mutant p53 re-activation in reporter cells. H1299 p53-A138V BP100-luciferase reporter, luminescence, 24 h. Potency, µM (top dose mostly 92.2 µM), for the others: at the highest dose activity change, positive = activation, actives largely listed as activators. AID 504706. 0.063% of 320,000 active; also: potency is read from the fitted curve at half-maximal effect; % of control where 0% means no effect; nearly all actives have a fitted effect of over 45% in size
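H1299 (p53-null), stable ts p53-A138V + BP100-Luc; 1000 cells/well, Opti-MEM/10% FBS; cpd 4 pt, 1:5; 24 h, 37 deg C, 5% CO2; detection reagent 10 min RT; luminescence.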
ELG1 genotoxic: inducers of genotoxicity in HEK293T ELG1-luciferase cells. AID 504466. Potency, µM (doses to about 46 µM), for inactives: at the highest dose activity change, positive = activation, usual class: activators. 1.3% of 330,000 active. HEK293T ELG1-luciferase reporter, luminescence, 16 h; also: potency is read from the fitted curve at half-maximal effect; % of control where 0% means no effect; nearly all actives have a fitted effect of over 60% in size
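Step 1: seed 2,000 HEK293T ELG1-luciferase cells per well. Step 2: add compound or DMSO, incubate 16 hr at 37 °C. Step 3: ONE-Glo, 30 min at room temperature, read luminescence.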
BRCA1 expr act: increases BRCA1 expression | Potency, µM (titrated, usually from 46.1 µM), without a hit: at the top dose activation, actives largely listed as activators | MCF7-BRCA1-FFLuc reporter, luminescence, 48 h; response scale: scaled: vehicle 0%, 10 µM genistein 100% | AID 624202 | 1.1% of 380,000 active; also: potency is read from the fitted curve at half-maximal effect; nearly all actives have a fitted effect of over 80% in size; some results filed as inactive show a strong effect at the top dose
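MCF7-BRCA1-FFLuc cells, 2000/well in phenol-red-free MEM, attached 2 h then treated 48 h at 37 C. Luciferase luminescence read 15 min after reagent; normalized to genistein maximum activation (10microM) and DMSO, concentration-response fitted.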
TRPV1 agonist: agonists of human vanilloid receptor 1 (TRPV1); Q8NER1; TRPV1-expressing cells, Fluo-8 calcium influx, agonist mode; activation, % at 8.33 µM; 0.19% of 320,000 active; AID 540275; in the data active = activation above about 80%; inconclusive = between about 30% and that limit; also: 0% is about no effect
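Fluo-8 calcium influx in TRPV1-expressing cells, kinetic read (ex 480/em 520 nm). Compound added and read 3 min for agonist activity, followed by capsaicin at EC20 final and 2 min further read for enhancement.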
USP2a inh: USP2a (human) protease inhibition; O75604; USP2 core, Ub-CHOP2 coupled fluorogenic reporter, 485/531; Potency, µM (top dose mostly 38.3 µM), without a hit: at the top dose activity change, negative = inhibition, hits mostly inhibitors; 0.01% of 330,000 active;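 also: potency is read from the fitted curve at half-maximal effect; plate controls were DMSO wells for no effect and full inhibition by NEM control for full effect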
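Deubiquitinase activity read as fluorescence (485/531 nm) after Ub-CHOP2 cleavage activates the enterokinase reporter on its substrate; USP2 core 10nM, Ub-CHOP2 and substrate 25nM each, 30min compound preincubation then 60min RT; data normalized to NEM, curves fitted.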
uPA surface inh: cell surface uPA generation inhibition | cell surface uPA generation assay, qHTS | Potency, µM (top dose mostly 38.3 µM), without a hit: at the highest dose activity change, negative = inhibition, usual class: inhibitors | 0.31% of 330,000 active | AID 540303; active = well fitted inhibition curve with a large enough effect; inconclusive = small, poorly fitted or top-dose-only effect; inactive = no such curve, though single readings can be large or run the other way; tested in mouse RAW 264.7 cells; also: potency is read from the fitted curve at half-maximal effect; % is scaled to controls: 0 for no effect and ±100 for the full control effect; nearly all actives have a fitted effect of over 55% in size
TSG101-PTAP inh: blocks PTAP/TSG101 interaction to inhibit HIV-1 budding | Q99816 | 340,000 tested, under 10 active | AID 493005 | Potency, µM (highest dose often 115 µM), inactives show at the highest dose activity change, negative = inhibition, actives largely listed as inhibitors | Fluorescence polarization, FITC-PTAP peptide / Tsg101 binding; active = well fitted inhibition curve with a large enough effect in the main read-out, with a control signal flat, not every such curve was filed as active; inconclusive = small, poorly fitted or top-dose-only effect, or effect the other way, or a change in a side signal; inactive = no such curve, though single readings can be large or run the other way; also: potency is read from the fitted curve at half-maximal effect; % of control where 0% means no effect
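Tsg101 binding domain (10 uM final) was mixed with compound and a FITC-labeled PTAP peptide (50 nM final) in HEPES pH 7.5 buffer with NaCl, Tween 20, EDTA and TCEP; fluorescence polarization was read after 20 min at r.t.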
Eya2 inh: blocks the phosphatase activity of human Eya2 | 0.006% of 330,000 active | Potency, µM (highest dose often 76.9 µM), for inactives: top-dose activity, negative = inhibition, hits mostly inhibitors | recombinant Eya2, OMFP fluorescence dephosphorylation (OMFP is methylfluorescein phosphate); also: potency is read from the fitted curve at half-maximal effect; % is scaled to controls: 0 for no effect and ±100 for the full control effect
Target sequence (O00167 whole entry, looked up): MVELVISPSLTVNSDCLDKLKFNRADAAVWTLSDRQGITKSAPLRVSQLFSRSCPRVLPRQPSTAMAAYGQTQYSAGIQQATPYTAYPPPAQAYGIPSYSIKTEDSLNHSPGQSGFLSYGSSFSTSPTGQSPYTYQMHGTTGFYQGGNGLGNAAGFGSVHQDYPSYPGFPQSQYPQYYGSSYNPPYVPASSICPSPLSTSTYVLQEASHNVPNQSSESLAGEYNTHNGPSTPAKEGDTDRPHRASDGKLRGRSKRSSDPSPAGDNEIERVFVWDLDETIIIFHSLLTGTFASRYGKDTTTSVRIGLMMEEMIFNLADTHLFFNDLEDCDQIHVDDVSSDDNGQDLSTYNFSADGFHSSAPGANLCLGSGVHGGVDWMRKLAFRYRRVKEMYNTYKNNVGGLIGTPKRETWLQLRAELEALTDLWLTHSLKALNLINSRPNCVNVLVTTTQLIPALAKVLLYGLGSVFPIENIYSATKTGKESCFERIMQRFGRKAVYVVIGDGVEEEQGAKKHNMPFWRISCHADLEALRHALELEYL
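Eya2 protein (added as 0.2 uM solution) was preincubated with compound for 10 min at ambient temperature in 50 mM HEPES pH 7.5, 50 mM NaCl, 5 uM MgCl2, 0.05% BSA, 1 mM DTT. OMFP (added at 50 uM) then reacted 10 min; fluorescence read at 485/525 nm.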
Integrin act MD: activates integrin-mediated alleviation for muscular dystrophy; AID 624291; Potency, µM (top dose mostly 38.3 µM), for the others: at the highest dose activation, hits mostly activators; alpha7betagal myoblasts, beta-gal FDG fluorescence, 48 h; 0.064% of 350,000 active;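 also: potency is read from the fitted curve at half-maximal effect; 100% = response of the positive control SU9516; nearly all actives have a fitted effect of over 60% in size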
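Alpha7betagal+/- myoblasts (passage 13) were plated 16-24 hr, then exposed to compounds (1:260 dilution of DMSO stock) for 48 hours at 37C. After MPER lysis, β-galactosidase reporter activity was read as FDG fluorescence (ex 480/em 540) after 30 minutes.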
ASM inhibitor: human S-ASM enzyme inhibition. placental ASM, HMU-PC fluorogenic substrate, 60 min. Potency, µM (titrated, usually from 57.5 µM), for inactives: at the highest dose activity change, negative = inhibition, hits mostly inhibitors. 0.006% of 340,000 active; also: potency is read from the fitted curve at half-maximal effect
Target sequence (P17405 47-631 limits assumed): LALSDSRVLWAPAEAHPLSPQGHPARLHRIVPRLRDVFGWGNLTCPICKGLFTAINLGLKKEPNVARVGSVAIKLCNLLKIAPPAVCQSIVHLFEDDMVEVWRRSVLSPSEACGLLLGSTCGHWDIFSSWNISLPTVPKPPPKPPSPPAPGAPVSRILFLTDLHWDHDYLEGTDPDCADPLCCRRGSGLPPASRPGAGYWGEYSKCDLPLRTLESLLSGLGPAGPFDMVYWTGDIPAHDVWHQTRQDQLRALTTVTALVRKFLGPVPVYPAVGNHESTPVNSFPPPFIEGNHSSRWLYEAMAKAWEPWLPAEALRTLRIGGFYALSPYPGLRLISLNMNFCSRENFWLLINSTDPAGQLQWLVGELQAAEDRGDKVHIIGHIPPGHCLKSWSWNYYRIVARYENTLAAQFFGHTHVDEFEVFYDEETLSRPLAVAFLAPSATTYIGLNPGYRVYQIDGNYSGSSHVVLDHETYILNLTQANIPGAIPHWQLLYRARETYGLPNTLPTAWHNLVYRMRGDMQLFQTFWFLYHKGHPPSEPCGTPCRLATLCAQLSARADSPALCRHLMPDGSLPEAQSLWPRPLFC
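HMU-PC0 cleavage (9 uM final) by human placental ASM, 60 min at 37 °C following 10 min compound exposure at RT; stopped at pH 10, fluorescence Ex 386/Em 447 nm.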
* = called active by the depositor; ? = inconclusive; . = no result given; & = joins results of further samples; [ ] = another dose, or the depositor's remark. Unless noted, calls follow the shape of the dose curve; as a rule, active = well fitted curve in the direction sought with a large enough effect; inconclusive = small, poorly fitted or top-dose-only effect, or another doubt; inactive = no such curve, though single readings can be large; an effect the other way counts as inactive or inconclusive.

SMILES	B2AR arrestin	p53 reactivator	ELG1 genotoxic	BRCA1 expr act	TRPV1 agonist	USP2a inh	uPA surface inh	TSG101-PTAP inh	Eya2 inh	Integrin act MD	ASM inhibitor
Cc1ccc(C(=O)N/N=C\c2ccc(Br)o2)o1	-0.5%	-2%	1%	15%	-6	2%	?	-6%	12%	9%	-3%
CCCCC(=O)Nc1c(-c2ccc(OC)c(OC)c2)c(=O)c2ccccc2n1C	0.2%	-7%	-2%	1%	-5	0%	18%	-5%	-9%	16%	-1%
O=C(NCCCCc1ccccc1)c1ccccc1F	-3.1%	18%	5%	53%	?	1%	-3%	-3%	0%	-31%	7%
CCOC(=O)N1CCN(c2c(NCCCN(CC)Cc3ccccc3)c(=O)c2=O)CC1	0.6%	-1%	0%	4%	0	4%	3%	3%	-4%	22%	-4%
CC1CCN(C(=O)COC(=O)c2ccc3c(c2)OCCO3)CC1	-0.6%	?	?	?	.	1%	6%	0%	-5%	6%	0%
Cc1cc(Br)ccc1NC(=O)C1CSC2(C)CCC(=O)N12 (stereo unspecified)	0.1%	-6%	2%	2%	0	0%	-8%	-3%	-2%	-9%	1%
NS(=O)(=O)c1ccc(CCNC(=O)/C=C/c2ccccc2[N+](=O)[O-])cc1	0.0%	-2%	-12%	-18%	-3	5%	0%	-4%	-20%	-13%	0%
Clc1ccc(-c2nnc3ccccn23)cc1	-0.2%	-7%	5%	-3%	0	3%	0%	-3%	0%	3%	-1%
COC(=O)C(Cc1ccccc1)NC(=S)NC(=O)c1ccccc1 (stereo unspecified)	-1.4%	2%	7%	-21%	?	-1%	-1%	1%	-4%	-8%	-3%
CCc1ccccc1NC(=O)Nc1cccs1	-0.1%	9%	-2%	-5%	5	0%	-18%	2%	3%	-4%	3%
CSc1cc(-c2ccccc2)n(Cc2ccc(Cl)cc2Cl)c(=O)c1C#N	2.6%	-1%	3%	-28%	1	1%	-2%	-5%	1%	-46%[inhibitor]	-5%
CN(C)CCCN1C(=O)CSC1c1ccccc1 (stereo unspecified)	-0.6%	-1%	-3%	-12%	-4	-1%	5%	-4%	-10%	1%	5%
CC(OC(=O)c1cc(Cl)ccc1[N+](=O)[O-])C(=O)NC(C)c1ccc(F)cc1 (stereo unspecified)	-0.4%	8%	-1%	-34%	?	6%	1%	1%	-4%	15%	2%
CN(C)/C(=C\C(=O)c1ccccc1)C(=O)c1ccccc1	.	.	.	-7%	.	.	3%	-2%	.	16%	4%
CC(C)Cc1nnc(NC(=O)CCC(=O)Nc2ccc(F)cc2)s1	-0.7%	4%	3%	-35%	0	-2%	4%	-1%	-3%	33%[7.66 µM]	6%
CN(C)C(=O)COC(=O)c1ccccc1Nc1ccc(SC(F)F)cc1	-0.9%	?	?	?	0	-9%	?	0%	-7%	-22%	1%
Cc1cccc(Cc2c(C)nc3c(C(=O)N4CCN(Cc5ccc6c(c5)OCO6)CC4)cnn3c2C)c1	0.0%	2%	-7%	-65%	29	2%	-11%	-11%	-15%	?	-1%
COc1cc(CC(=O)O)ccc1O	0.3%	-2%	-7%	28%	-4	1%	-28%	0%	2%&19%	.	6%
Nc1c(C(=O)O)cnc2nc(N3CCOCC3)nn12	0.1%	-1%	-2%	-19%	0	11%	2%	1%	-4%	16%	2%
COC(=O)C1=C(C)NC(C)=C(C(=O)OC)C1c1ccccc1OCc1c(C)no[n+]1[O-]	3.1%	-5%	-6%	-2%	0	1%	-16%	-2%	8%	2.8µM*	45%[activator]

The final 2 records of the part before open the next one.
SMILES	B2AR arrestin	p53 reactivator	ELG1 genotoxic	BRCA1 expr act	TRPV1 agonist	USP2a inh	uPA surface inh	TSG101-PTAP inh	Eya2 inh	Integrin act MD	ASM inhibitor
Nc1c(C(=O)O)cnc2nc(N3CCOCC3)nn12	0.1%	-1%	-2%	-19%	0	11%	2%	1%	-4%	16%	2%
COC(=O)C1=C(C)NC(C)=C(C(=O)OC)C1c1ccccc1OCc1c(C)no[n+]1[O-]	3.1%	-5%	-6%	-2%	0	1%	-16%	-2%	8%	2.8µM*	45%[activator]
CCOc1ccc2c(c1)c(C(C)=O)c(C)n2-c1ccccc1	0.0%	1%	-8%	-21%	28	4%	1%	-2%	-36%	1%	-11%
Cc1cccc(C(=O)Oc2ccc(/C=N/NC(=O)c3ccccc3O)cc2)c1	-0.8%	?	16%	52%	8	1%	-4%	-1%	2%	3%	-17%
CCOC(=O)[C@@H]1[C@H]2COc3cc(OC)ccc3[C@H]2N2C(=O)N(c3cccc(C)c3)C(=O)[C@]12C	0.1%	-1%	-1%	-4%	.	0%	9%	0%	-1%	17%	4%
CC(=O)N(C)c1ccc(NC(=O)c2ccccc2C(=O)O)cc1	0.0%	-3%	0%	3%	-1	0%	5%	7%	14%	-10%[7.66 µM]	0%
O=C(CCc1nnc(C2CCCCC2)o1)N1CCN(c2ccccc2F)CC1	-0.6%	12%	?	?	-1	-2%	-5%	4%	9%	2%	3%
O=C(NCCOc1ccc(F)cc1)C1CCC(=O)N(CC2CCCCC2)C1 (stereo unspecified)	0.2%	-10%	-3%	-15%	17	0%	8%	-2%	1%	-28%	0%
Cc1cc(C)n2nc(C(=O)NCc3ccccc3)cc2n1	0.2%	3%	7%	12%	-2	4%	.	-2%	-3%	2%	-1%
CC(=O)c1sc(-c2ccc(F)cc2F)nc1C	0.3%	13%	6%	37%	2	0%	-5%	0%	-7%	-28%	0%
CC1(C)C(=O)Nc2ccccc2N1C(=O)COC(=O)COc1cccc(C(F)(F)F)c1	-0.9%	0%	-3%	-4%	-3	-2%	1%	1%	-28%	0%	0%
COc1ccc(OC)c(S(=O)(=O)Nc2ccccc2C(=O)O)c1	-0.1%	5%	-1%	0%	1	0%	4%	-11%	16%	3%	1%
CC(N=Cc1cccc(O)c1O)c1ccccc1 (stereo unspecified)	?	?	2%	3%	15	3%	4%	-2%	6%	-46%[inhibitor]	-3%
Cc1ccc(Cl)cc1N1CCN(CC(O)COCc2ccco2)CC1 (stereo unspecified)	-0.4%	-7%	-6%	-22%	3	-1%	-3%	0%	-16%	-13%	2%
NCC[C@H](O)C(=O)N[C@@H]1C[C@H](N)[C@@H](O[C@H]2O[C@H](CN)[C@@H](O)[C@H](O)[C@H]2O)[C@H](O)[C@H]1O[C@H]1O[C@H](CO)[C@@H](O)[C@H](N)[C@H]1O	-2.8%	1%	9%	17%	-2	3%	0%	-1%	2%	.	0%
CCOc1ccc(NC(=O)CN(C)C(=O)C2CCCO2)cc1OCC (stereo unspecified)	0.0%	13%	-1%	2%	1	0%	4%	-6%	-16%	22%	4%
Cc1ccc(NS(=O)(=O)c2ccc3c(c2)NC(=O)CCS3)c(Cl)c1	-0.6%	7%	-6%	-5%	20	1%	-2%	-3%	-6%	?	-2%
O=C(CNc1cccc2ccccc12)N/N=C/c1cccc(Oc2ccccc2)c1	-0.3%	4%	-5%	-83%[inhibitor]	5	0%	15%	-8%	0%	15%	-20%
COc1ccc(-c2nn(CCC#N)cc2/C=N/O)cc1OC	-1.0%	1%	14%	-4%	19	0%	8%	0%	-24%	0%	0%
Nc1nnc(CSCc2ccccc2Cl)s1	-0.5%	3%	3%	10%	.	0%	1%	0%	4%	20%	2%
COC(=O)c1c(C(=O)OC)c2ccncn2c1Cl	-0.1%	-1%	0%	-33%	-2	3%	5%	-4%	-4%	5%	43%[activator]
COc1ccc(NC(=O)COC(=O)CN2C(=O)C3CCCCC3C2=O)cc1OC (stereo unspecified)	-0.1%	-7%	-4%	4%	-5	-4%	-9%	0%	-13%	22%	-3%
OC(COC(c1ccccc1)c1ccccc1)CN1CCc2ccccc2C1 (stereo unspecified)	0.6%	-9%	0%	-43%	0	-1%	-4%	-2%	-17%	-36%	-3%
CC1(C)Cc2cccc(OCC(=O)N3CCN(c4ccc(F)cc4)CC3)c2O1	-0.2%	-7%	-6%	-15%	25	0%	23%	-1%	3%	-6%	.
Nc1nc(SCC(=O)Nc2ccc(Br)cc2Br)n[nH]1	0.0%	4%	5%	38%	.	1%	-1%	-3%	-16%	5%	-3%
O=C(CCc1ccccc1)Nc1ncn[nH]1	-0.2%	-1%	1%	-9%	-1	-1%	2%	2%	11%	5%	1%
O=C(Nc1ccc(Cl)c(S(=O)(=O)N2CCOCC2)c1)c1cn2ccccc2n1	0.0%	4%	-7%	-42%	?	1%	8%	2%	-6%	18%	-4%
Cc1ccc2nc(NC(=O)CCNS(=O)(=O)c3ccc(Br)s3)sc2c1	-0.7%	?	-4%	10%	4	-10%	.	-1%	-7%	-44%	-19%
